Compound activity: PubChem, Broad Institute
RAD54 branch = inhibitors of human RAD54 branch migration | AID 602329 | inhibition, % at 10.4 µM | RAD54 Holliday junction branch migration, FAM/BHQ fluorescence | hit rate 0.14% among 360,000 | Q92698;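 active = mean normalized replicate activity at least 40 and at least half of replicates scoring 40 or more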;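 note: 0% = median of neutral control wells and 100% = median of positive control wells; inhibitors cause a drop in the FAM fluorescence signal; in these data hits start at about 50%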
Target sequence (Q92698 whole entry, looked up): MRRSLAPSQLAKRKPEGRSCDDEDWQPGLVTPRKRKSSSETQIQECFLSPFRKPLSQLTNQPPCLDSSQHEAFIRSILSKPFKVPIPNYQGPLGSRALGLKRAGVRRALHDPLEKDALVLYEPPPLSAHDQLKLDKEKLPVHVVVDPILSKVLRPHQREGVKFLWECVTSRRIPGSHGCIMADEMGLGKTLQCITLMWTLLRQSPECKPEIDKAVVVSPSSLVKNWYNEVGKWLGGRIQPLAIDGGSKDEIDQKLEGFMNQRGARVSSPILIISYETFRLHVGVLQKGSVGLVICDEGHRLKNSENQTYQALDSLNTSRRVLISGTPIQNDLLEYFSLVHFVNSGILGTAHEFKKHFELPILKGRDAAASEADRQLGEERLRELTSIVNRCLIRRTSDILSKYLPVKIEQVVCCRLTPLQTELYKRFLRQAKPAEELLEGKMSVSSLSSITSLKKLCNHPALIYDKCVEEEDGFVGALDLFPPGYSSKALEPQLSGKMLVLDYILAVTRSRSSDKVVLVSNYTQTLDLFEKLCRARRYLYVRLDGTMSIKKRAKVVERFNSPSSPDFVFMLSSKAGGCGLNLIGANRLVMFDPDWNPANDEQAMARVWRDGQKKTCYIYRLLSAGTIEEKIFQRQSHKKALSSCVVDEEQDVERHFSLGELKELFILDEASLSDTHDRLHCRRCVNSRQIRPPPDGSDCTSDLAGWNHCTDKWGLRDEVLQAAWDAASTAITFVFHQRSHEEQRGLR
esBAF inh = blocks esBAF chromatin remodeling in mouse ES cells. reporter increase, % at 12.5 µM. hit rate 2% among 350,000. Bmi1-luciferase knock-in reporter, 24 h; 100% = twice the neutral-well signal; in the data active = activation above about 40%;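 note: 0% = median of the plate's neutral control wells and 100% = double that signal; a rise in the Bmi1 reporter signal indicates esBAF inhibition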
An asterisk follows results filed as active.

#	molecule	RAD54 branch	esBAF inh
1	CN(C)c1ccc(C2NCCS2)cc1 (centres undefined)	1	-3
2	CCS(=O)(=O)c1ccc(O)c(NC(=O)c2cc(OC)c(OC)c(OC)c2)c1	-13	5
3	S=c1[nH]nc(Cc2sc(-c3ccccc3)nc2-c2ccccc2)o1	1	-2
4	CC1Cc2ccccc2N1C(=O)Cn1cc([N+](=O)[O-])cn1 (centres undefined)	-4	-1
5	O=C(c1ccccc1)c1ccc(OCC(O)CN2CCCCC2)cc1 (centres undefined)	-3	-3
6	CCc1ccc(N(C(=O)c2csnn2)C(C(=O)NCc2ccccc2)c2ccco2)cc1 (centres undefined)	3	10
7	O=C(CNC1CCCCCC1)Nc1ccccc1N1CCCCC1	-3	2
8	CCN1C(=O)/C(=C/c2cccs2)N(C)C1=S	-1	-1
9	CNS(=O)(=O)c1cccc(C(=O)OC2CCCCC2=O)c1 (centres undefined)	10	-1
10	Cc1cc(C)n(-c2nc3ccccc3nc2N2CCN(C(=O)c3ccccc3)CC2)n1	1	-4
11	COC(=O)c1ccc(NC(=O)CN(C)S(=O)(=O)c2ccc(OC)c(C)c2)cc1	-2	-9
12	Cc1ccc2nc(NC(=O)CN(C)S(=O)(=O)c3ccc(Br)s3)sc2c1	1	-7
13	Cc1ccc(NC(=O)c2sc(Cl)nc2-c2ccccc2)cc1C	4	12
14	Cc1nn(-c2ccccc2)c2sc(C(=O)NCCN3CCOCC3)cc12	22	-5
15	CCn1c(=O)c(C)nn2c3ccccc3nc12	4	3
16	CSc1ncccc1C(=O)OCC(=O)c1cc2ccccc2o1	0	-5
17	CCCS(=O)(=O)N1CCN(CC2CC3C=CC2C3)CC1 (centres undefined)	6	-3
18	O=C(Nc1ccc(N2CCCC2)c(Cl)c1)c1ccco1	4	14
19	C=C(C)CSc1nnc(-c2cccc(Cl)c2)n1N	3	39
20	CCn1c2ccccc2c2nnc(SCC(=O)OCN3C(=O)c4ccccc4C3=O)nc21	-4	-1
21	COc1ccc(N(C(=O)Cn2nnc3ccccc32)C(C(=O)NCc2ccco2)c2cccnc2)cc1 (centres undefined)	-2	-2
22	CCC(C)(C)n1nnnc1C(c1cccc(C#N)c1)N1CCN(c2cc(C)ccc2C)CC1 (centres undefined)	-6	-6
23	CN(C)c1ccc(C2OC(=O)C(C)(C)C(=O)C2(C)C)cc1 (centres undefined)	-3	0
24	O=C(NCCCN1CCN(c2ccccc2F)CC1)C1CCN(S(=O)(=O)c2cccs2)CC1	2	-11

Compounds 6 through 24, reprinted for reference:
#	molecule	RAD54 branch	esBAF inh
6	CCc1ccc(N(C(=O)c2csnn2)C(C(=O)NCc2ccccc2)c2ccco2)cc1 (centres undefined)	3	10
7	O=C(CNC1CCCCCC1)Nc1ccccc1N1CCCCC1	-3	2
8	CCN1C(=O)/C(=C/c2cccs2)N(C)C1=S	-1	-1
9	CNS(=O)(=O)c1cccc(C(=O)OC2CCCCC2=O)c1 (centres undefined)	10	-1
10	Cc1cc(C)n(-c2nc3ccccc3nc2N2CCN(C(=O)c3ccccc3)CC2)n1	1	-4
11	COC(=O)c1ccc(NC(=O)CN(C)S(=O)(=O)c2ccc(OC)c(C)c2)cc1	-2	-9
12	Cc1ccc2nc(NC(=O)CN(C)S(=O)(=O)c3ccc(Br)s3)sc2c1	1	-7
13	Cc1ccc(NC(=O)c2sc(Cl)nc2-c2ccccc2)cc1C	4	12
14	Cc1nn(-c2ccccc2)c2sc(C(=O)NCCN3CCOCC3)cc12	22	-5
15	CCn1c(=O)c(C)nn2c3ccccc3nc12	4	3
16	CSc1ncccc1C(=O)OCC(=O)c1cc2ccccc2o1	0	-5
17	CCCS(=O)(=O)N1CCN(CC2CC3C=CC2C3)CC1 (centres undefined)	6	-3
18	O=C(Nc1ccc(N2CCCC2)c(Cl)c1)c1ccco1	4	14
19	C=C(C)CSc1nnc(-c2cccc(Cl)c2)n1N	3	39
20	CCn1c2ccccc2c2nnc(SCC(=O)OCN3C(=O)c4ccccc4C3=O)nc21	-4	-1
21	COc1ccc(N(C(=O)Cn2nnc3ccccc32)C(C(=O)NCc2ccco2)c2cccnc2)cc1 (centres undefined)	-2	-2
22	CCC(C)(C)n1nnnc1C(c1cccc(C#N)c1)N1CCN(c2cc(C)ccc2C)CC1 (centres undefined)	-6	-6
23	CN(C)c1ccc(C2OC(=O)C(C)(C)C(=O)C2(C)C)cc1 (centres undefined)	-3	0
24	O=C(NCCCN1CCN(c2ccccc2F)CC1)C1CCN(S(=O)(=O)c2cccs2)CC1	2	-11

Remaining list, next part
#	molecule	RAD54 branch	esBAF inh
25	C=CCN1C(=O)S/C(=C/c2ccsc2)C1=O	-5	7
26	CCCS(=O)(=O)N1CCC(C(=O)NCc2ccccc2Cl)CC1	-3	14
27	CCOC(=O)c1csc(NC(=O)CSc2nnnn2-c2ccc(OC)cc2)n1	-3	-4
28	COc1nc(C)ccc1-c1noc(-c2ccco2)n1	1	-26
29	O=C(COc1ccc(-c2nnco2)cc1)N1CCN(S(=O)(=O)c2ccc3ccccc3c2)CC1	9	1
30	CC1=Nn2c(nnc2-c2ccco2)SC1	-14	-6
31	CC(C)COC(=O)c1cc(=O)[nH]c2ccccc12	-12	-5
32	Cc1cccn2c(=O)c(C=Nc3ccccc3)c(NCc3ccco3)nc12	0	3
33	CC(=O)Nc1ccc(S(=O)(=O)N2CCSC2C(=O)O)cc1 (centres undefined)	9	0
34	CCN(CC)S(=O)(=O)c1ccc(NC(=O)Cn2c(=O)oc3ccccc32)cc1	-8	2
35	NC(=O)C1CCN(C(=O)CN2CCc3ccccc32)CC1	-2	-5
36	CCOC(=O)C1CCN(C(C(=O)Nc2ccc3c(c2)OCCO3)c2ccccc2)CC1 (centres undefined)	4	-4
37	O=C1CC(N2CCOCC2)C(=O)N1c1cccc(Cl)c1 (centres undefined)	-2	-11
38	Cc1ccc(NCCC(=O)c2cccc([N+](=O)[O-])c2)cc1	11	35
39	Cc1ccc(C)c(S(=O)(=O)C(C#N)c2nc3ccccc3nc2N2CC(C)OC(C)C2)c1 (centres undefined)	-17	-6
40	CC1C=CCC2C(=O)N(c3cccc(C(=O)N4CCN(c5ccc(F)cc5)CC4)c3)C(=O)C12 (centres undefined)	7	5
41	Cc1ccc(C(C)C)c(OCCn2c(=O)oc3ccccc32)c1	-7	15
42	N#C/C(=C\Nc1ccc2c(c1)OCCO2)c1nc2ccccc2[nH]1	2	44*
43	COc1cccc(C2C(C(=O)OC(C)C)=C(C)Nc3ncnn32)c1 (centres undefined)	-2	-6
44	CCCCC(C(=O)O)C(C)CC(=O)Nc1ccn(-c2ccccc2)n1 (centres undefined)	3	-9
45	Cc1ccc(-c2nc3ccccc3c(C(=O)NCc3cccs3)c2C)cc1	-2	-3
46	CCCc1cc(C(=O)N/N=C/c2ccc(CC)s2)c2ccccc2n1	1	-18
47	COc1ccc(OC)c(C(C)NC(C)=O)c1 (centres undefined)	-13	-9
48	CCCC(c1nnnn1C(C)(C)CC)N(CCCO)Cc1cc2cc(C)cc(C)c2[nH]c1=O (centres undefined)	-6	-2
49	CN(C)CCCCOc1ccccc1-c1ccccc1	4	0
50	COC(=O)Cn1c(C)nc2ccccc21	-4	2
51	O=C(NCc1ccccc1)c1ccc(S(=O)(=O)N2CCCC2)cc1	1	8
52	CC(C)(C)C(=O)NC(C(N)=O)=C(Cl)Cl	-19	1
53	CSc1nc(Oc2ccc(F)cc2)c2ccccc2n1	-6	-7
54	COc1ccc(S(=O)(=O)N2CCCC2C(=O)Nc2nccs2)cc1 (centres undefined)	-2	-2
55	CC(C)OCCCn1c(=N)c(C(N)=S)cc2c(=O)n3ccccc3nc21	30	-5
56	COc1cccc(-n2c(C)nc3c(cnn3-c3ccc(Cl)cc3)c2=O)c1	-14	-14
57	CCN(CC)S(=O)(=O)c1ccc2oc(C(=O)N3CCCCCC3)c(C)c2c1	2	-3
58	O=c1c2cc(N3CCOCC3)ccc2[nH]c(=S)n1CCN1CCCC1	11	6
59	Cc1ccc(Cn2ccc(NC(=O)c3cc(-c4cccs4)on3)n2)cc1	1	13
60	CCCc1nc2ccc(NC(=O)c3ccco3)cc2c(=O)n1Cc1ccc(Cl)cc1	-8	30
61	CCOc1ccc(C(=O)Nc2c(C(N)=O)oc3ccccc23)cc1	0	16
62	CC1CCCC(C(=O)OCc2ccccc2)N1 (centres undefined)	-12	1
63	CCc1ccc(NC(=O)C2CCCN(S(=O)(=O)c3cnc[nH]3)C2)cc1 (centres undefined)	6	-6
64	CCCCN(CC)S(=O)(=O)c1ccccc1	8	0
65	O=C(N/N=C/c1ccccn1)c1ccc(Br)o1	-1	6
66	CC(=NCc1ccccc1)C1=C(O)COC1=O	-2	-5
67	N#Cc1c(NCCCO)nc(-c2ccccc2)c2c1CCCC2	-13	-2
68	Cc1ccc(SCCC(=O)N2CCCC2)cc1	3	22
69	CCCC(=O)NC(C)C(c1cccs1)N1CCN(c2ccccc2)CC1 (centres undefined)	-14	-1
70	O=C(Cc1csc(N2CCOCC2)n1)N/N=C/c1ccc(F)cc1	2	4
71	CCOC(=O)COc1ccc(S(=O)(=O)NCc2ccncc2)cc1	-6	10
72	Cc1cccc(NCN2C(=O)c3ccccc3C2=O)c1	0	17
73	COc1ccccc1C(=O)N1CCN=C1SCc1cccnc1	7	-10
74	CSc1nc(NCC(C)C)c2c3c(sc2n1)CN(C)CC3	21	-8
75	COc1nc(-c2ccccc2)c2c(c1C#N)CC(C)(C)OC2	-3	-7
76	CCOC(=O)C1CCN(C(=O)Cn2cc(C#N)c3ccccc32)CC1	-10	-4
77	N#Cc1nc(COc2ccc(Br)cc2)oc1N1CCCC1	1	-1
78	O=c1c2ccccc2nnn1CSc1nnnn1-c1ccccc1	-3	57*
79	Cc1sc2nc(SCC(=O)Nc3c(C)n(C)n(-c4ccccc4)c3=O)n(C)c(=O)c2c1C	2	11
80	CCOc1ccc(-c2cc(CCCC(=O)NCCc3ccccc3)no2)cc1	8	-56

Additional records follow:
#	molecule	RAD54 branch	esBAF inh
81	CCOC(=O)C1CCCN(Cc2ccccc2C)C1 (centres undefined)	-7	-12
82	Oc1cc(-c2ccc(N3CCCCC3)nc2)cc2cccnc12	-7	29
83	O=C(CN(C1CCCCC1)S(=O)(=O)c1ccccc1)NCc1cccnc1	-2	-5
84	CC1(C)C2CC=C(/C=N/n3cnnc3)C1C2 (centres undefined)	-7	3
85	O=S(=O)(c1ccc(-c2ccccc2)cc1)N1CCOCC1	-3	15
86	CCOC(=O)c1sc(-c2ccc(OC)cc2)cc1N	-13	76*
87	CC(=O)N1CCc2cc(S(=O)(=O)NCCC(=O)NC3CCN(Cc4ccccc4)CC3)ccc21	-5	3
88	COc1ccc(CNC(=O)c2ccc(CN3CCOCC3)cc2)cc1	5	10
89	O=C(c1ccccc1)c1cccc(NC(=O)C2CC2)c1	-1	8
90	Cc1ccc(S(=O)(=O)N2CCN(C(=O)CSc3nc4ccccc4c(=O)[nH]3)CC2)cc1	1	-7
91	CCNc1[nH]c(=O)n(C)c(=O)c1N=O	4	-8
92	CN(C)CCN1C(=O)C(=O)/C(=C(/O)c2ccccc2)C1c1ccccc1F (centres undefined)	-1	-8
93	CCN(CC)C(=O)Cn1c(=O)n(C)c2ccccc21	-1	-6
94	CCOC(=O)c1sc2cc([N+](=O)[O-])cc(SCC(C)C)c2c1N	2	-5
95	COc1c(S(=O)(=O)NCCN2CCOCC2)ccc(Cl)c1Cl	5	5
96	Cc1oc2c(c1C(=O)NCc1cc(C(=O)O)co1)CCCC2	-8	-3
97	O=CNCCCc1nc2ccccc2n1Cc1cccc2ccccc12	5	1
98	c1ccc(-c2nc(C3CCCCC3)no2)cc1	3	33
99	CCCCCC(=O)Nc1cc2[nH]c(=O)cc(COC)c2cc1C	1	1
100	COCCCNC(=O)C1CC(=O)N(Cc2ccc(OC)cc2)C1 (centres undefined)	4	-8
101	CCCCOCP(=O)(CC)COCCCC	-4	-11
102	Cc1cnc(C(=O)OCC(=O)NC2CCCCC2)cn1	-4	-7
103	Cn1c(C(=O)N2CCCc3ccccc32)cc2sccc21	4	4
104	CCN(C(=O)C1CCCCC1)c1nnc(-c2cccnc2)s1	0	3
105	CCOC(=O)N1CCC(NS(=O)(=O)c2ccc3c(c2)CCN3C(C)=O)CC1	1	4
106	C=CCc1ccc(OCCOCCOc2ccccc2[N+](=O)[O-])c(OC)c1	-5	14
107	CCC(=O)Nc1ccc(Cl)c(NC(=O)c2cccnc2)c1	0	8
108	COc1cccc(NC(=S)NNC(=O)c2ccccc2OC(F)F)c1	-4	-11
109	CCCc1cc(=O)[nH]c(SCc2ccccc2)n1	0	-4
110	COc1ccc(Cc2n[nH]c(=O)c3ccccc23)cc1OC	-13	4
111	CCC(C)NC(=O)C(=O)NCc1ccncc1 (centres undefined)	4	-1
112	Cc1ccc2nc(Nc3nc(-c4ccccc4)cc(=O)[nH]3)nc(C)c2c1	3	-4
113	COc1ccc(Sc2cnn(-c3ccccc3)c(=O)c2Cl)cc1	-1	-5
114	COC(=O)C1=C(C(=O)OC)C2(OC1c1ccc(Br)cc1)C(=O)c1ccccc1C2=O (centres undefined)	-2	-26
115	COc1ccc(OCc2nn3c(-c4ccccn4)nnc3s2)cc1	-5	8
116	CCCOC(=O)CSc1nc(N)c(C#N)c(CC)c1C#N	3	0
117	CCOC(=O)C1=C(N)OC2=C(C(=O)CCC2)C1c1cccs1 (centres undefined)	7	-6
118	CC(C)CCNC(=O)Cc1ccccc1[N+](=O)[O-]	-3	-11
119	Cc1ccc(N(C(=O)Cc2c[nH]c3ccccc23)C(C(=O)NC2CCCCC2)c2ccco2)cc1 (centres undefined)	-10	3
120	CCOc1ccc(C2C(C(=O)O)c3ccccc3C(=O)N2CCN2CCOCC2)cc1 (centres undefined)	2	0
121	CC(=O)NC(Cc1ccc(F)cc1)C(=O)NC1CCN(c2nnnn2-c2ccccc2)CC1 (centres undefined)	-11	-5

A portion of the library; count on the stated rates, not on these rows.
